Screens from PubChem.
N370S GC – inhibitors or activators of N370S glucocerebrosidase for Gaucher disease; N370S GC spleen homogenate, 4MU-glucoside fluorescence; Potency, µM (highest dose often 59.4 µM), for the others: at the highest dose activity change, negative = inhibition, actives largely listed as inhibitors; 330,000 compounds, 0.092% hits; AID 2101;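 further: 0% = full enzyme activity and -100% = no enzyme basal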
FEN1 inh – blocks human flap endonuclease 1; Recombinant FEN1 flap cleavage, fluorescence, 15 min; Potency, µM (titrated, usually from 114 µM), inactives show at the top dose activity change, negative = inhibition, most hits filed as inhibitors; 390,000 compounds, 0.35% hits; P39748; AID 588795; further: nearly all actives have a fitted effect of over 65% in size
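Steps: FEN1 (10 nM) dispensed; compound added by pin tool; 15 min at room temperature; substrate added to 50 nM final; reads at 0 min and 15 min; data normalized and fitted (four-parameter Hill).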
KAT2A inh – blocks human GCN5L2 histone acetyltransferase. GCN5L2 HAT assay, ThioGlo1 CoA-SH fluorescence. 390,000 compounds, 0.21% hits. Q92830. Potency, µM (series often up to 58.9 µM), without a hit: at the highest dose activity change, negative = inhibition, usual class: inhibitors
Target sequence (Q92830 whole entry, looked up): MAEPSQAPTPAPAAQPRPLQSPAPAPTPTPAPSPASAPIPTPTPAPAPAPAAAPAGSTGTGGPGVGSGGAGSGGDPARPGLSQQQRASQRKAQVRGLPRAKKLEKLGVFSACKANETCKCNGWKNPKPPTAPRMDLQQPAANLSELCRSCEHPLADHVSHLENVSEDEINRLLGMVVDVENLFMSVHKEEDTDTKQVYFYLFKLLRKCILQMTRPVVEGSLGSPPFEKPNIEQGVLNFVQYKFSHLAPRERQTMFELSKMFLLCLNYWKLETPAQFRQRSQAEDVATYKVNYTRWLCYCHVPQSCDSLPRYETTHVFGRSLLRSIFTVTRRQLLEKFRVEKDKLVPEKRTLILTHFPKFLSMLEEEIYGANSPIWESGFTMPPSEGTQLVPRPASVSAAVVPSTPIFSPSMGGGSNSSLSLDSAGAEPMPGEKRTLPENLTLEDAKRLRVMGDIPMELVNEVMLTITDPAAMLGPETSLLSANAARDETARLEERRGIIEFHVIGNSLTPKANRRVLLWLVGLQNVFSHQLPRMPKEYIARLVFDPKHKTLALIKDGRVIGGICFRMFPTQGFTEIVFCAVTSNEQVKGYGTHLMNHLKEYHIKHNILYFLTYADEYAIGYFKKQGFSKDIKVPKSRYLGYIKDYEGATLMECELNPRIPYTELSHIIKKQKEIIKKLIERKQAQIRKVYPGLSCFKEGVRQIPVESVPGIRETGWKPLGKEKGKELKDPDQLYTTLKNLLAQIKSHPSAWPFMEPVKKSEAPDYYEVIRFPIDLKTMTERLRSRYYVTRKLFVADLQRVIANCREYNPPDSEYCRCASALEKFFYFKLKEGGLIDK
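Titration-based screen in which CoA formation is detected via maleimide probe ThioGlo1 (50uM) turning fluorescent on thiol reaction; substrates H3(1-25) 75uM and acetyl-CoA 70uM, GCN5L2 20nM, 20 min incubation at room temperature.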
* marks the source's active call; other numbers are inactive results; ? = inconclusive; nt = not tested or not shown; [ ] = dose if it differs, or a comment. The call rests on the fitted dose curve; in most records, active means well fitted curve in the direction sought with a large enough effect; inconclusive means small, poorly fitted or top-dose-only effect, or another doubt; inactive means no such curve, though single readings can be large; an effect the other way counts as inactive or inconclusive. Unless noted, on the % scale 0 is the no-effect control and ±100 the full control effect; potency means the concentration at half of the fitted maximal effect.

smiles	N370S GC	FEN1 inh	KAT2A inh
O=C(COc1ccccc1)Nc1cc2c3c(c1)CC(=O)N3CCC2	-1.1%	4.8%	2.1%
COc1cc(C(=O)NCC2CCCO2)ccc1OCc1ccccc1 (stereo not drawn)	2.6%	-0.4%	-15.8%
CC1CC(O)(CC(O)(c2ccccc2)c2ccccc2)C(C)CN1C (stereo not drawn)	-8.4%	-5.6%	-29.0%
CCCNC(=O)c1ccc(-n2c(-c3ccccc3)cc3c2CCCCC3)cc1	nt	-0.1%	-6.2%
O=C1CC(c2ccccc2)c2ccc(O)cc2O1 (stereo not drawn)	16.1%	16.0%	0.5%
Cc1ccc(-n2ncc3c(SCC(=O)Nc4cc(C)on4)ncnc32)c(C)c1	-10.8%	-0.4%	-4.2%
N#Cc1ccc(Oc2cccc3cccnc23)c([N+](=O)[O-])c1	-8.0%	-2.0%	-1.5%
COc1ccc(-c2cc3nc(C)c(CCC(=O)N4CCN(c5ccc(F)cc5)CC4)c(C)n3n2)c(OC)c1	nt	1.2%	-10.6%
COc1cc(/C=N/Nc2ccnc(=O)[nH]2)ccc1O	-9.2%	-16.2%	-17.6%
O=C(O)c1cccc(-c2nnn(Cc3ccccc3)n2)c1	7.8%	0.5%	0.5%
CC(C)(C)NC(=O)CC(CC(=O)O)c1ccccc1 (stereo not drawn)	5.2%	19.1%	-1.3%
O=C(O)c1ccc(NC(=O)c2ccc(COc3ccc(Cl)cc3)o2)cc1	0.8%	3.4%	-5.9%
NC1=NC(=O)/C(=C/c2ccccc2OCC(=O)Nc2ccc(F)cc2)S1	nt	10.0%	-5.6%
O=C(Cn1cnc2cc([N+](=O)[O-])ccc2c1=O)N1CCN(S(=O)(=O)c2ccccc2)CC1	nt	-7.1%	0.5%
O=C(c1ccccc1)N1CCN(CC(O)COc2ccc(Br)cc2)CC1 (stereo not drawn)	-1.9%	2.9%	-7.2%
C=CCOC(=O)/C(=C\C=C\c1ccccc1)NC(=O)c1ccccc1	2.2%	-0.7%	-8.8%
CN(C)C(=O)Cn1c(=O)n(S(=O)(=O)c2ccccc2)c2ccccc21	4.0%	10.4%	-10.3%
O=C1c2ccc([N+](=O)[O-])cc2S(=O)(=O)N1Cc1ccccc1	-3.3%	10.2%	-3.8%
O=C(COC(=O)C1=COCCO1)Nc1cccc(Oc2ccccc2)c1	nt	-2.8%	0.2%
Cc1ccc(Cn2c(CCCNC(=O)C3CCCCC3)nc3ccccc32)cc1	nt	4.7%	-4.9%
Cc1ccc(NC(=O)Cn2c(=O)ccc3cc(S(=O)(=O)N4CCC(C)CC4)ccc32)c(C)c1	nt	4.5%	-4.0%
CCOCCCNC(=S)N1C2CCC1CC(NC(=O)NC1CCCCC1)C2 (stereo not drawn)	21.3%	-16.7%	3.4%
Cc1ccc(O)c(/C=N/NC(=O)c2[nH]ncc2Br)c1	-7.3%	-0.4%	-2.0%
CC(NC(=O)NC(=O)c1ccc(F)cc1)C1CC1 (stereo not drawn)	nt	-3.5%	0.4%
Cc1nnc(SCC(=O)Nc2cccc(N)c2)n1-c1ccccc1	-6.4%	2.1%	-2.7%

Quoted at random: 4 records from the list, in no set order.
smiles	N370S GC	FEN1 inh	KAT2A inh
C=CCOC(=O)/C(=C\C=C\c1ccccc1)NC(=O)c1ccccc1	2.2%	-0.7%	-8.8%
O=C(O)c1cccc(-c2nnn(Cc3ccccc3)n2)c1	7.8%	0.5%	0.5%
CC(C)(C)NC(=O)CC(CC(=O)O)c1ccccc1 (stereo not drawn)	5.2%	19.1%	-1.3%
COc1cc(/C=N/Nc2ccnc(=O)[nH]2)ccc1O	-9.2%	-16.2%	-17.6%

The listing picks up; the 3 compounds before the break are reprinted first.
smiles	N370S GC	FEN1 inh	KAT2A inh
Cc1ccc(O)c(/C=N/NC(=O)c2[nH]ncc2Br)c1	-7.3%	-0.4%	-2.0%
CC(NC(=O)NC(=O)c1ccc(F)cc1)C1CC1 (stereo not drawn)	nt	-3.5%	0.4%
Cc1nnc(SCC(=O)Nc2cccc(N)c2)n1-c1ccccc1	-6.4%	2.1%	-2.7%
O=C(CSc1nc2c(cnn2-c2ccccc2)c(=O)[nH]1)N1N=C(c2cccs2)CC1c1ccc(F)cc1 (stereo not drawn)	6.8%	-14.1%	-1.5%
COc1ccc(C(=O)Nc2nncs2)cc1S(=O)(=O)N1CC(c2ccccc2)CC1=O (stereo not drawn)	-4.3%	-8.2%	-5.5%
CCN(C(=O)COC(=O)CCC(=O)c1ccccc1)c1c(N)n(Cc2ccccc2)c(=O)[nH]c1=O	nt	-6.2%	-1.7%
CC(=O)N1CC(C)Oc2ccc(S(=O)(=O)NC(CC(=O)O)c3ccc(C)cc3C)cc21 (stereo not drawn)	12.3%	56.3%[activator]	-15.8%
COC(=O)c1ccc(CSc2nnc(NC(C)C)s2)o1	-8.3%	14.9%	-6.1%
Cn1c(C(=O)N[C@@H](Cc2ccccc2)C(=O)O)cc2cc(Cl)ccc21	0.2%	-2.8%	-3.3%
CCCN(CCC)C(=O)Cn1c(=O)n(CCCCC(=O)NC2CCCC2)c(=O)c2ccccc21	0.6%	-1.4%	-2.8%
COc1ccc(OC)c(C2/C(=C(/O)c3cnn(-c4ccccc4)c3C)C(=O)C(=O)N2CCN(C)C)c1 (stereo not drawn)	-10.1%	8.0%	-11.3%
CC(C)C(=O)Nc1cccc(C(=O)N2CCCCC2C)c1 (stereo not drawn)	?	17.6%	-9.5%
COC(=O)c1ccc(CSc2nc3c([nH]c4ccccc43)c(=O)n2-c2ccc(OC)cc2)o1	nt	17.7%	-13.7%
COc1cccc(CNC(=O)c2ccc(CS(=O)Cc3ccc(C)cc3)o2)c1 (stereo not drawn)	-10.5%	-13.2%	-4.0%
O=C(CCS(=O)(=O)Cc1ccccc1)Nc1nncs1	-2.0%	13.7%	0.0%
Cc1c(OCC(=O)N2C[C@H]3C[C@@H](C2)c2cccc(=O)n2C3)ccc2c3c(c(=O)oc12)CCC3	-3.3%	38.6%	2.5%
Cc1cccn2c(=O)c(C=O)c(Nc3ccc(S(N)(=O)=O)cc3)nc12	-4.9%	10.1%	-4.2%
Cc1ccc(OCCC(=O)Nc2ccc(C)c(S(=O)(=O)N3CCOCC3)c2)cc1	nt	-7.6%	-3.2%
CCOC(=O)N1CCN(C(=O)c2c(C)nn(-c3cccc(C)c3)c2-n2cccc2)CC1	nt	21.2%	-2.3%
CCN(CC(=O)Nc1ccc2c(c1)OCCO2)C(=O)c1cc(Cl)nc2ccccc12	nt	-5.6%	2.2%
Cc1ccc(Cc2c(C)nc3nc(SCC(=O)NCCC(C)C)nn3c2C)cc1	nt	-2.8%	-2.9%
CNC(=O)Nc1ccc(Cl)cc1	1.2%	-0.5%	-15.3%
O=C(Nc1cccc2cccnc12)c1ccc(Br)o1	15.6%	0.0%	-15.8%
Cc1cc(C)c(C)c(N=Nc2nc3ccccc3n2C)c1C	15.7%	?	-8.1%
CC(NC(=O)c1ccc(CS(=O)(=O)c2cccc(C(F)(F)F)c2)o1)c1ccc2c(c1)OCCO2 (stereo not drawn)	-1.5%	-11.7%	0.0%
CN(C)c1ccc(/C=N/NC(=O)c2cnc3ccccc3c2)cc1	7.8%	18.9%	?
Cc1ccc(C(=O)NNc2cc(N3CCCC3)nc(N3CCCC3)n2)cc1	-1.4%	-13.0%	-11.1%
CCc1nc(NCc2ccccc2)c(C#N)c2c1CCCC2	21.4%	11.2%	12.9%

Part of the list above, showing only KAT2A inh:
Compound | KAT2A inh
Cc1ccc(NC(=O)Cn2c(=O)ccc3cc(S(=O)(=O)N4CCC(C)CC4)ccc32)c(C)c1 | -4.0%
COc1ccc(-c2cc3nc(C)c(CCC(=O)N4CCN(c5ccc(F)cc5)CC4)c(C)n3n2)c(OC)c1 | -10.6%
COc1cc(/C=N/Nc2ccnc(=O)[nH]2)ccc1O | -17.6%
Cc1c(OCC(=O)N2C[C@H]3C[C@@H](C2)c2cccc(=O)n2C3)ccc2c3c(c(=O)oc12)CCC3 | 2.5%
CCOC(=O)N1CCN(C(=O)c2c(C)nn(-c3cccc(C)c3)c2-n2cccc2)CC1 | -2.3%
COc1ccc(OC)c(C2/C(=C(/O)c3cnn(-c4ccccc4)c3C)C(=O)C(=O)N2CCN(C)C)c1 (stereo not drawn) | -11.3%

The list continues:
smiles	N370S GC	FEN1 inh	KAT2A inh
c1ccc(-c2ccc(C3=Nn4c(nnc4-c4cccs4)SC3)cc2)cc1	-1.3%	-1.0%	-2.8%
COc1ccc(C(=O)O)cc1NC(=S)NC(=O)/C=C/c1ccc(C(C)C)cc1	6.0%	-12.5%	-11.1%
CCOc1ccccc1NC(=S)Nc1ccc2cn[nH]c2c1	-27.1%	-11.8%	1.9%
CCn1c(=NC(=O)C2COc3ccccc3O2)sc2c(C)ccc(OC)c21 (stereo not drawn)	18.0%	-1.5%	-16.5%
Fc1ccccc1-c1n[nH]c(=S)n1/N=C/c1c[nH]c2ccccc12	-2.7%	-1.4%	-2.7%
CCC(=O)Nc1nnc(SCc2cccc(F)c2)s1	4.3%	15.2%	-4.3%
COc1ccc(CN(C)S(=O)(=O)c2ccc3c(c2)OCCO3)cc1	-0.1%	15.9%	-1.8%
Cc1cccc(NC(=O)CSc2nnc(CNC(=O)c3ccc(S(=O)(=O)N(C)C)cc3)n2-c2ccc(F)cc2)c1	3.4%	8.1%	-5.6%
COc1ccc(OCCCC(=O)Nc2ccc(OC)c(S(=O)(=O)N3CCOCC3)c2)cc1	nt	-5.2%	-3.2%
CCOc1ccccc1NC(=O)Nc1c(C)n(-c2ccccc2)c(=O)n1C	4.5%	8.6%	-7.5%
c1ccc2sc(NC3=NCN(C4CCCCC4)CN3)nc2c1	-13.5%	-9.3%	-4.1%
Cc1ccc(C2C(C#N)=C(N)Oc3cc(N)ccc32)cc1 (stereo not drawn)	-3.4%	-14.4%	-17.4%
CCOC(=O)c1[nH]c(C)c(C(=O)N2CCN(C(=O)OCC)CC2)c1CC	1.8%	3.4%	0.3%
O=C(CN(Cc1ccc(Cl)c(Cl)c1)S(=O)(=O)c1ccccc1)N/N=C\c1ccc2c(c1)OCO2	nt	-6.0%	-1.8%
COc1ccc(NC(=S)Nc2ccccc2C(F)(F)F)cc1	9.3%	-4.5%	-1.4%
COCCOC(=O)CC1=NC(=O)CS1	-5.2%	-3.0%	-0.6%
Cc1ccsc1C(=O)OCC(=O)NCc1ccccc1	nt	0.0%	-3.5%
Cc1ccccc1-c1cc2nc(-c3ccc([N+](=O)[O-])cc3)cc(=O)n2[nH]1	-5.3%	-19.7%	-1.9%
CCC(C)Nc1c([N+](=O)[O-])cc(C)cc1[N+](=O)[O-] (stereo not drawn)	12.0%	-6.4%	-6.5%
Cc1onc(C(=O)N2CCOCC2)c1[N+](=O)[O-]	-3.8%	-0.3%	1.9%
COc1ccc(-c2cc(-c3nnc(COC(=O)c4ccncc4)o3)c3ccccc3n2)cc1OC	12.3%	?	-1.7%
COc1cc(CNCc2ccc(OC)c3ccccc23)cc(OC)c1OC	-6.7%	?	-18.5%
Oc1c(Br)cc(Br)cc1CNc1ccc(F)cc1	-2.4%	1.1%	-10.7%
O=C(Nc1cnn(C23CC4CC(CC(C4)C2)C3)c1)c1cnn2cccnc12	15.9%	3.5%	-7.8%
COc1ccc(N2CCN(CC(=O)Nc3ccc(SC(F)F)cc3)CC2)cc1	-9.9%	8.9%	-3.9%
C=CCn1c(SCC(=O)c2ccc(OC)cc2)nnc1C(C)NC(=O)c1cccs1 (stereo not drawn)	1.6%	-6.9%	?
COc1cc(Cn2c(N)c(C#N)c3nc4ccccc4nc32)cc(OC)c1	8.0%	0.5%	-19.4%
CCOC(=O)N1CCN(C(=O)c2cc(COc3ccc(OC)cc3Cl)on2)CC1	-4.6%	-2.7%	-6.2%
CCCCCCc1ccc(-c2ncc(N)cn2)cc1	13.8%	-23.6%	?
Cc1cc(N2CCN(c3cccc(C(F)(F)F)c3)CC2)n2nc(-c3ccccc3)nc2n1	nt	-11.3%	-3.6%

Three consecutive records already listed, quoted:
smiles	N370S GC	FEN1 inh	KAT2A inh
COc1ccc(N2CCN(CC(=O)Nc3ccc(SC(F)F)cc3)CC2)cc1	-9.9%	8.9%	-3.9%
C=CCn1c(SCC(=O)c2ccc(OC)cc2)nnc1C(C)NC(=O)c1cccs1 (stereo not drawn)	1.6%	-6.9%	?
COc1cc(Cn2c(N)c(C#N)c3nc4ccccc4nc32)cc(OC)c1	8.0%	0.5%	-19.4%
